Screening results: PubChem BioAssay, National Center for Advancing Translational Sciences (NCATS)
PTHR1 ag: agonists of human PTHR1 parathyroid hormone receptor; Q03431; HEK293 GP2 PTHR1 cells, GloSensor cAMP luminescence, 1 h; Potency, µM (series often up to 115 µM), for the others: top-dose activation, actives largely listed as activators; 0.075% of 410,000 active; further: potency means the concentration at half of the fitted maximal effect; nearly all actives have a fitted effect of over 55% in size; some results filed as inactive show a strong effect at the top dose; inactives centre near -15; many of its hits are not listed in these tables
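HEK-293-derived GP2 cells expressing PTHR1 and a GloSensor cAMP reporter, 3,000/well, plated overnight, given luciferin plus IBMX (each 0.5 mM as added) for 1 h at 37 °C, then compound for 1 h at 37 °C. Luminescence was read after 15 min at room temperature.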
aSyn yeast inh: inhibitors of alpha-synuclein toxicity in yeast; Yeast expressing alpha-synuclein, growth rescue, BacTiter-Glo, 24 h; AID 652106; Potency, µM (doses to about 46.1 µM), for inactives: top-dose growth rescue (activation), actives largely listed as activators; 0.14% of 370,000 active; further: potency means the concentration at half of the fitted maximal effect; % of control where 0% means no effect; nearly all actives have a fitted effect of over 65% in size
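Screening used galactose-induced yeast with toxic alpha-synuclein levels, exposed to compound for 24 hr at 30 deg C. Cell growth, read with BacTiter-Glo luminescence, gave the measured signal.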
FUS suppressor: rescues growth of FUS-expressing yeast; S. cerevisiae FUS-expressing, growth rescue, OD600, 24 h; 0.24% of 390,000 active; Potency, µM (highest dose often 76.6 µM), for the others: top-dose growth rescue (activation), most hits filed as activators;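 further: potency means the concentration at half of the fitted maximal effect; plate controls were DMSO vehicle for no effect and reference control for full effect; nearly all actives have a fitted effect of over 55% in size; some results filed as inactive show a strong effect at the top dose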
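Compound concentration series was pinned onto galactose-induced FUS-expressing yeast seeded at OD 0.005. Plates sat 24hr at 30C; absorbance at 600 nm gave growth. DMSO served as background control.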
GLP1R inv ag: inverse agonists of human GLP-1 receptor; Potency, µM (doses to about 38.3 µM), without a hit: top-dose activity change, negative = inhibition, most hits filed as inhibitors; HEK293 GLP-1R CRE-luciferase, luminescence, 24 h; GLP-1R form is constitutively active; AID 624417; 1.6% of 410,000 active; further: potency means the concentration at half of the fitted maximal effect; on the % scale 0 is the no-effect control and ±100 the full control effect; nearly all actives have a fitted effect of over 55% in size
Target sequence (P43220 whole entry, looked up): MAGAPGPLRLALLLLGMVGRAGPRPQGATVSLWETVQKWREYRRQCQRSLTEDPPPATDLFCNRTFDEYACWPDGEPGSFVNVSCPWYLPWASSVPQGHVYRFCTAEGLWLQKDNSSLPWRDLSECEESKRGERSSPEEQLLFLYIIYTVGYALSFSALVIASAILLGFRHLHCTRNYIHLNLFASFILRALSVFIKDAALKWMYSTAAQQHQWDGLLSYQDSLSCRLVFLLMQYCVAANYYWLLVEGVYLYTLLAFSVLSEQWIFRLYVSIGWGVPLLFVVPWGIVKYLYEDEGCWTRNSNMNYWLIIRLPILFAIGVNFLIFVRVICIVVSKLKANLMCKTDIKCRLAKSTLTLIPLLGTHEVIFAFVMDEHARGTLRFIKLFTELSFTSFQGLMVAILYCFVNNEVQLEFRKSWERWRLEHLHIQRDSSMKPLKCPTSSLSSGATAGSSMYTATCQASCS
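Luminescence readout: a drop in cAMP-driven luciferase signal flags inverse agonism at a constitutively active GLP-1R stably expressed in HEK293. Compound exposure lasted 24 hr at 37 deg C, 5% CO2.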
Abeta yeast res: compounds reversing amyloid beta toxicity in yeast; yeast expressing A-beta42, growth rescue, OD600, 48 h; response scale: 0% DMSO, 100% iron-clioquinol control; Potency, µM (titrated, usually from 46.1 µM), inactives show at the highest dose growth rescue, hits mostly activators; 0.063% of 410,000 active; further: potency means the concentration at half of the fitted maximal effect; nearly all actives have a fitted effect of over 55% in size
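Yeast growth medium received pinned compounds, then yeast cells expressing toxic A-beta were added; plates incubated at 30 C for 48 hr. Growth read as absorbance at 600 nm, normalized to DMSO and equimolar FeCl3 plus clioquinol controls.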
GLP1R ag: GLP-1 receptor (human) agonism | P43220 | 0.007% of 380,000 active | Potency, µM (highest dose often 45.6 µM), for inactives: at the highest dose activation, hits mostly activators | HEK293 GLP-1R CRE-luciferase, luminescence, 4-6 h; cells express a hypersensitive GLP-1R form; further: potency means the concentration at half of the fitted maximal effect; % of control where 0% means no effect
DRD3 antagonist: antagonists of human D3 dopamine receptor; D3R cells, DiscoveRx beta-arrestin luminescence, antagonist mode; active compounds read low; max response, negative = inhibition, %; 2.5% of 360,000 active; in the data active means max response below about -50%; inconclusive means no clear call, values can overlap the other calls; further: on the % scale 0 is the no-effect control and ±100 the full control effect; mostly tested at two doses, the higher about 12 µM
Target sequence (P35462 whole entry, looked up): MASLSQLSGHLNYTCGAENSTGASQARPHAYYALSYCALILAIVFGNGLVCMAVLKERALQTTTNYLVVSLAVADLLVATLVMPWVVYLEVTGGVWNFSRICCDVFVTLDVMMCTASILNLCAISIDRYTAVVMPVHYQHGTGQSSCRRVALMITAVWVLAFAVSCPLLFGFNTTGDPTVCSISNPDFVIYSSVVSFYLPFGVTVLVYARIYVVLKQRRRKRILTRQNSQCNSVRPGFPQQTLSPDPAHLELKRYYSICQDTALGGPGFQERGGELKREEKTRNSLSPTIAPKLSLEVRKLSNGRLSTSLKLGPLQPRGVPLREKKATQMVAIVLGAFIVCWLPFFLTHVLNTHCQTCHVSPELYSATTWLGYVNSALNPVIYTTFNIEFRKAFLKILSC
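Cells plated overnight at 1500 cells/well, then exposed to library compounds with dopamine controls for 90 minutes at 37 degrees C. DiscoveRx reagent added for 30–60 minutes at room temperature; luminescence read, quantitative HTS format.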
pAkt inh: Akt phosphorylation inhibition | Neuro2A IGF-stimulated pAkt S473 HTRF, 20 min; active compounds read low | activity change, % for hits at 50 µM | 0.32% of 360,000 active; in the data active means activity change below about -80%; inconclusive means mostly about -51% to -80%; further: on the % scale 0 is the no-effect control and ±100 the full control effect
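Neuro2A cells in DMEM with 0.5% FBS, overnight at 37 deg C, given compound at single 50 µM final, then IGF (6 nM final) for 20 min at 37 deg C. Lysed; phospho-Akt Ser473 by HTRF after 24 h, 665/615 ratio.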
TDP-43 yeast inh: inhibitors of TDP-43 toxicity in yeast; 1.8% of 410,000 active; Potency, µM (doses to about 46.1 µM), for the others: at the top dose growth rescue (activation), hits mostly activators; TDP-43 expressing yeast growth rescue, BacTiter-Glo, 24 h; AID 652104; further: potency means the concentration at half of the fitted maximal effect; % of control where 0% means no effect; nearly all actives have a fitted effect of over 50% in size
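Yeast expressing TDP-43 (pregrown in raffinose, seeded at OD600=0.02 in galactose medium) exposed to compounds 24 hr at 30 deg C. Growth read by BacTiter-Glo luminescence; rescue of toxicity appears as increased signal.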
Numbers without * were called inactive; i = inactive; ? = inconclusive; . = not tested or not shown; & = joins results of further samples; [ ] = dose if it differs, or a comment. Unless noted, the call rests on the fitted dose curve; in most records, active means well fitted curve in the direction sought with a large enough effect; inconclusive means small, poorly fitted or top-dose-only effect, or another doubt; inactive means no such curve, though single readings can be large; an effect the other way counts as inactive or inconclusive. An excerpt; rates above refer to the full screens.

molecule	PTHR1 ag	aSyn yeast inh	FUS suppressor	GLP1R inv ag	Abeta yeast res	GLP1R ag	DRD3 antagonist	pAkt inh	TDP-43 yeast inh
CC(=O)CC(=O)Nc1ccc(C(N)=O)cc1	i	-4%	-8%	12%	-18%	6%	2	i	-1%
Cc1cc(C)c2sc(N(CCN(C)C)C(=O)CCS(=O)(=O)c3ccccc3)nc2c1	-4%	2%	24%	?	6%	0%	0	i	-26%
O=C(c1ccc(CSc2nc3ccncc3[nH]2)cc1)N1CCCCCC1	-29%	-12%	0%	?	-3%	3%	9	i	-16%
COc1cc(/C=C/C(=O)Nc2nc3ccc(S(=O)(=O)N(C)C)cc3s2)cc(OC)c1OC	i	0%	29%	12%	10%	9%	-2	i	4%
CCC(C)NC(=O)C1CCN(C(=O)N(C)C)CC1 (configuration not stated)	-11%[57.5 µM]	-9%	8%	5%	-18%	-1%	13	i	-20%
COc1ccc(C(=O)c2c(-c3cccc(C)c3)oc3ccc(N4CCOCC4)cc23)cn1	-4%	5%	?	?	-15%	1%	89	i	30%
O=C(NCc1ccccc1)c1ccc[n+]([O-])c1	i	3%	-14%	8%	-3%	-4%	24	i	11%
CCN1CCN(c2cc(N3CCc4ccccc4C3)c(F)cc2[N+](=O)[O-])CC1	-31%[inhibitor]	2%	22%	?	2%	1%	-79*	i	4%
O=C(NC1CC1)C1CCN(C(=O)c2ccccc2Cl)CC1	i	2%	15%	7%	1%	0%	0	i	-5%
Cc1ccc(-c2nc3ccccc3c(=O)n2NC(=O)c2cccs2)cc1	-36%[inhibitor]	-6%	.	20%	-4%	9%	-51*	i	-8%
COc1ccc(C(=O)Nc2cc3c(cc2N2CCCCC2)n(C)c(=O)n3C)cc1OC	-2%	2%	21%	117%[activator]	-13%	8%	24	i	24%
CCN(CC(=O)Nc1c(F)cccc1F)C(=O)CN(C)S(=O)(=O)c1ccc(F)cc1	-18%	7%	.	?	5%	-3%	19	i	10%
COc1ccc(C)cc1NC(=O)C1CCCN1C(=O)OCc1ccccc1 (configuration not stated)	i	1%	-7%	?	13%	0%	0	i	14%
CCCN1CCN(C(=O)Cn2nc(C)n3c(cc4sccc43)c2=O)CC1	-20%	0%	34%	20%	4%	-3%	-9	i	-3%
Cc1ccccc1NC(=S)N(CCN1CCCCC1)Cc1ccco1	i	-9%	-13%	-11%	-14%	0%	-21	i	-2%
O=C(NCc1ccccc1)C1C(=O)Nc2ccccc2C(=O)N1c1ccc2c(c1)OCCO2 (configuration not stated)	-23%	1%	2%	14%	-8%	.	-17	i	11%
COc1ccc(OCCOC(=O)C(C)NS(=O)(=O)c2ccc(NC(C)=O)cc2)cc1 (configuration not stated)	-36%[inhibitor]	-8%	2%	-8%	-17%	0%	-8	i	-5%
Cc1cc(C)n2nc(C(=O)OCC(=O)c3ccccc3Cl)nc2n1	-21%	-4%	.	13%	3%	-2%	26	i	11%
COc1ccc(S(=O)(=O)N2Cc3ccccc3CC2C(=O)Nc2ccc(O)cc2)cc1OC (configuration not stated)	-10%	-7%	2%	-9%	-4%	-1%	9	i	22%
Cc1ccccc1Cn1c(SCc2ccc(C(=O)NC3CCCC3)cc2)nc2ccncc21	-12%	.	-12%	1%	-13%	.	.	.	11%
O=C(c1ccco1)N(Cc1cccnc1)C(c1ccccc1)c1nc2ccccc2[nH]1 (configuration not stated)	-18%	6%	-6%	21%	4%	-5%	8	i	27%
COc1cc(C2c3cc4c(cc3OC(N3CCCC3)C2C)OCO4)cc(OC)c1O (configuration not stated)	i	7%	.	-32%	0%	15%	13	i	0%
S=C(Nc1ccccc1)N1CCCCC1	i	7%	18%	0%	-7%	2%	-7	i	20%
CC(CN1CCOCC1)OC(=O)c1ccc(C(C)(C)C)cc1 (configuration not stated)	-20%	6%	-19%	?	-1%	5%	16	i	-24%
COc1ccc(CC(=O)N2CC(C)CC(C)C2)cc1OC (configuration not stated)	i	3%	3%	2%	6%	-9%	8	i	6%
O=c1c2cnn(-c3ccc(F)cc3)c2ncn1Cc1ccccc1Cl	i	.	-21%	1%	-9%	.	.	.	11%
O=C(c1ccc(CS(=O)(=O)c2ccc(Br)cc2)o1)N1CCN(c2ccccn2)CC1	i	-1%	-5%	?	-8%	12%	0	i	-7%
Cc1ccc(C(=O)Nc2ccc3c(c2)OCO3)cc1S(=O)(=O)N1CCOCC1	-1%	0%	.	0%	7%	11%	2	i	17%
CC(=O)c1ccccc1NC(=O)COC(=O)CSCC(=O)Nc1cc(C)on1	-3%	5%	5%	8%	1%	-9%	1	i	9%
CCOC(=O)CSc1ccc2nnc(CCNS(=O)(=O)c3ccccc3)n2n1	13%	-6%	-2%&-17%	-7%&-4%	1%&-10%	0%	18	i	3%&15%
CC(=O)NC(Cc1c[nH]c2ccccc12)C(=O)OCC(=O)N1CCCCCC1 (configuration not stated)	-8%	-6%	-28%	2%	-15%	4%	10	i	14%
CC(C)CCN1CCN(Cc2cccc3nonc23)CC1CCO (configuration not stated)	-41%	-4%	-5%	0%	-10%	6%	?	i	0%
CCOC(=O)c1sc(=S)n(C)c1NC(=O)c1ccccc1	-1%	-35%[inhibitor]	.	0%	-12%	0%	5	i	-3%
O=C(CSC1=Nc2ccccc2C2=NC(CC(=O)NCc3ccco3)C(=O)N12)NCC1CCCO1 (configuration not stated)	i	-3%	17%	9%	-10%	-7%	16	i	-3%
Cc1cc2ccccc2n1CCNC(=O)c1ccc(F)cc1	-14%	.	10%	?	13%	1%	.	.	?
CC(C)Oc1ccc(C(CC(=O)N(C)CCC#N)c2ccc(F)cc2)cc1 (configuration not stated)	-4%	1%	9%	-10%	21%	2%	-5	i	18%
CCN(CC)c1ccc(N=Cc2ccc([N+](=O)[O-])o2)cc1	-16%	0%	66%	-7%	-26%	-15%	0	i	-19%
O=C(CNC(=O)c1ccc(Cl)c([N+](=O)[O-])c1)NCC1CCCO1 (configuration not stated)	i	3%	40%	12%	-2%	6%	18	i	-4%
COc1ccc(OC)c(CNC(=O)C2CCN(S(=O)(=O)N3CCCC3)CC2)c1	i	0%	-4%	-3%	9%	0%	-9	i	-7%
CNC(=O)C(=O)NCCc1ccc(Cl)cc1	-23%	2%	-14%	5%	0%	3%	51	i	17%
CC(=O)NCC(=O)N(C)C(C(=O)Nc1ccc2c(c1)OCCO2)c1ccc(C)cc1 (configuration not stated)	i	-3%	4%	7%	-16%	-1%	-7	i	0%
COCCNC(=O)CSc1nc(-c2cc(OC)c(OC)c(OC)c2)[nH]c1-c1ccc(Cl)cc1	i	.	?	9%	-5%	.	.	.	6%
Fc1ccccc1-c1nc(-c2ccccc2)no1	-41%[inhibitor]	-11%	6%	-3%	-12%	-9%	-2	i	-8%
CC(NC(=O)C1(c2cccs2)CCOCC1)c1ccccc1 (configuration not stated)	i	-5%	-3%	-2%&0%	1%&-6%	0%	0	i	0%&5%
CCCCOC(=O)Nc1nnc(Cc2ccc(Cl)cc2)s1	i	0%	-29%	-15%	-5%	5%	-14	i	10%
Cc1ccsc1C(=O)NNC(=O)c1csc(N2CCOCC2)n1	i	0%	-6%	8%	7%	-15%	-10	i	8%
Cc1cc([N+](=O)[O-])nn1CCCC(=O)Nc1cc(Cl)ccc1Cl	-19%	3%	2%	-10%	18%	12%	-8	i	?
O=C(COC(=O)c1ccc(C(F)(F)F)cc1)Nc1cccc(S(=O)(=O)N2CCCCC2)c1	i	0%	34%	-10%	10%	8%	-11	i	-4%
OC(COc1ccc(F)cc1)CN1CCN(c2ccccc2F)CC1 (configuration not stated)	i	4%	-16%	?	-13%	-5%	-18	i	3%
COC1(OC)N=C(N)C2(C#N)C(c3ccc(F)cc3)C12C#N (configuration not stated)	-8%[57.5 µM]	-1%	6%	6%	-13%	-8%	-15	i	-8%
CN(CC1COc2ccccc2O1)C(=O)CCNS(=O)(=O)c1ccc(F)c(Cl)c1 (configuration not stated)	-47%[inhibitor]	2%	-4%	?	?	0%	20	i	22µM*
O=C(NCCC(=O)N1CCOCCOCCOCCOCC1)OCc1ccccc1	i	3%	3%	21%	5%	5%	-13	i	11%
Cc1cc(S(=O)(=O)Nc2cccc(C(=O)O)c2)c(C)c(S(=O)(=O)c2ccc(Cl)cc2)c1	-3%	2%	?	-1%	-5%	6%	4	i	-7%

Part of the list above, showing only aSyn yeast inh.
SMILES,aSyn yeast inh
CCCCOC(=O)Nc1nnc(Cc2ccc(Cl)cc2)s1,0%
Cc1ccsc1C(=O)NNC(=O)c1csc(N2CCOCC2)n1,0%
